Source: PubChem
MITF inh – human MITF inhibition, primary screen; AlphaScreen MITF homodimerization, bead proximity signal; inhibition, % at 2.6 µM; 650,000 tested, 0.91% active; in the data active means inhibition above about 50%;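 further: 0% = vehicle wells with protein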
Target sequence (O75030 whole entry, looked up): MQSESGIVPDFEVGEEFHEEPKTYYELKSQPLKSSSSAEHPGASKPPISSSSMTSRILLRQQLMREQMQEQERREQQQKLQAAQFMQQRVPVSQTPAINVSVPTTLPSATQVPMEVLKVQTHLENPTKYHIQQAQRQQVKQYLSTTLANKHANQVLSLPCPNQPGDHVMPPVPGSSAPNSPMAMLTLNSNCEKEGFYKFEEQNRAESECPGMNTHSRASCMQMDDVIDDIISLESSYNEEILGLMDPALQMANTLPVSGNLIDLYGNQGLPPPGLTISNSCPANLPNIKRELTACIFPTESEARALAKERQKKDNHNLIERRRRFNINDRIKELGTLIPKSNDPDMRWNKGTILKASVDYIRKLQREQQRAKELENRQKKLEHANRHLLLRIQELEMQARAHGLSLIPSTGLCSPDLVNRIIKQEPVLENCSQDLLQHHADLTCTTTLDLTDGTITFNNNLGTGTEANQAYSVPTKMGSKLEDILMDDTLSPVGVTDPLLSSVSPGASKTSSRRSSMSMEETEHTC
TEAD-YAP inh – TEAD-YAP interaction inhibition. HEK-TIYL cells, TEAD-Gal4/YAP UAS-luciferase luminescence. inhibition, % at 9.12 µM. 640,000 tested, 1.4% active; in the data active means inhibition above about 32%;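 further: 0% = median of test compound wells and 100% = reference inhibitor wells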
FBW7 activator – activators of human E3 ligase FBW7. Q969H0. 650,000 tested, 0.13% active. AlphaScreen FBW7–phospho-cyclin E peptide binding, activator screen. normalized activity (activation), % at 26.1 µM; in the data active means normalized activity above about 1.9%;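 further: purified mutant Fbw7 with reduced substrate affinity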
GPR151 ag – activates the human receptor GPR151; PathHunter beta-arrestin GPR151 cells, luminescence; activation, % at 11.2 µM; 650,000 tested, 1% active; in the data active means activation above about 4.9%;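 further: 0% = median of compound wells and 100% = cells with positive control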
Target sequence (Q8TDV0 whole entry, looked up): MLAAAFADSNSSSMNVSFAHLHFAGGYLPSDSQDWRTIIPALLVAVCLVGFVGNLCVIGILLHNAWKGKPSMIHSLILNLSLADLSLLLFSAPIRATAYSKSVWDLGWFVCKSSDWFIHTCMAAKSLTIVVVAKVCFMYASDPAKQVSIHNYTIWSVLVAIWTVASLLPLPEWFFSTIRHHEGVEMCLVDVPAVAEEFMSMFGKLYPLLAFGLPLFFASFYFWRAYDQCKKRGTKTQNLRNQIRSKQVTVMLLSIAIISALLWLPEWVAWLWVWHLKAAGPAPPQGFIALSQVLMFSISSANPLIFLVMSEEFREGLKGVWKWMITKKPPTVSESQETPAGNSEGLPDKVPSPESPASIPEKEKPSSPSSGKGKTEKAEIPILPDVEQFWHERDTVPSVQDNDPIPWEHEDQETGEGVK
Active calls of the source: *.

SMILES	MITF inh	TEAD-YAP inh	FBW7 activator	GPR151 ag
COc1cccc(C(=O)Nc2nc(-c3ccccc3)cs2)c1OC	-2	-61	-0.2	-0.7
COc1ccc(C2/C(=C(/O)c3ccccc3)C(=O)C(=O)N2CCNCCO)cc1 (stereo unspecified)	-1	-39	1.0	-1.6
CC(=O)N1CCc2c([nH]c3cc(F)ccc23)C12CCN(Cc1ccc(F)cc1)CC2	-1	-9	-0.5	0.8
CC1CCN(C(=O)C2CCN(C(=O)OC(C)(C)C)CC2)CC1	4	8	0.1	-0.3
CC1=C(C(N)=O)C(c2ccc(C)cc2)N=C(SCc2ccc(F)cc2)N1 (stereo unspecified)	-7	-1	0.1	0.9
NS(=O)(=O)c1ccc(NC(=O)Nc2ccc(Cl)cc2Cl)cc1	13	1	0.1	-0.2
COCC1CCCN(C(=O)CCC2(Cc3ccc(OC)c4ccccc34)CCC(=O)N2)C1 (stereo unspecified)	-8	-4	0.1	-0.4
CNc1cc(F)cc(-c2ccnc(Nc3ccc(-n4nc(C)nc4C)cc3)n2)c1	31	59*	0.3	-2.2
COCCCNC(=O)C(=O)Nc1cccc(Br)c1	20	-56	-0.1	-3.0
Cc1cccn2c(=O)c(/C=C/C3=CCN(C)CC3)c(N3CCN(C)CC3)nc12	4	-5	0.1	0.7
Cc1ccc(SCC(=O)Nc2sccc2C(N)=O)cc1C	-7	-30	0.1	0.1
COCCN1C(=O)c2ccccc2C(C(=O)Nc2ccccc2C(=O)OC)C1c1ccc(F)cc1 (stereo unspecified)	2	-4	0.1	4.5
COc1ccc(S(=O)(=O)N2CCC(C(=O)Nc3cccc(C)c3)CC2)cc1	-9	9	-0.1	0.4
CC(=O)C1=C(C)NC(SCC(N)=O)=C(C#N)C1c1ccccc1Cl (stereo unspecified)	-8	-12	0.1	-1.0
CC(C)N(C(=O)COc1ccccc1Cl)C(C)C	-4	5	-0.1	2.6
Cc1ccc(C(=O)N/C(=C/c2ccc(F)cc2)C(=O)NC(CC(C)C)C(=O)O)cc1 (stereo unspecified)	5	-1	0.0	-0.1
O=C(Nc1ccc2c(c1)OCO2)c1cnc(Br)s1	7	-14	-0.1	0.5
COc1cc(C(=O)OC2CCOC2=O)c([N+](=O)[O-])cc1OC (stereo unspecified)	7	-4	-0.1	-0.6
CC(=O)N1CCc2c(sc(NC(=O)c3cc4cc([N+](=O)[O-])ccc4s3)c2C(N)=O)C1	12	1	0.1	-0.7
OCCC1CN(Cc2cn[nH]c2-c2cccc(F)c2)CCN1C1CCCC1 (stereo unspecified)	-4	7	0.0	-0.5
CC(=O)Nc1ccc(C(=O)OCC(=O)/C(C#N)=C(\C)N)cc1	3	8	0.1	-0.9
CCOc1ccc(-n2cc3c(c2-c2ccccc2)c(=O)n(C)c(=O)n3C)cc1	-13	-14	-0.2	0.2
O=C(NNC(=O)c1ccc(S(=O)(=O)N2CCOCC2)cc1)c1ccccc1	3	-3	-0.1	0.7
C=CCn1c(SCC(=O)O)nc2sc(C)c(C)c2c1=O	81*	0	0.0	-0.9
CCCCCN1CC(O)=C(c2nc3ccccc3[nH]2)C1=N	9	-28	0.7	-0.1
CC1=Nc2ccc(N)cc2C1(C)C	15	-45	-0.2	1.2
O=c1c2ccccc2nc2ccc(NCc3ccco3)nn12	-1	-18	0.0	1.0
CCCCCC(=O)Nc1nnc(COc2ccccc2)s1	4	-5	0.0	-0.5
CC[C@H](C)[C@@H]1NC(=O)[C@@H]2C[C@H](NCc3cn(CC)nc3C)CN2C1=O	1	7	-0.1	-1.2
COc1ccccc1-c1csc(NC(=O)/C=C/c2ccccc2)n1	7	-7	0.3	0.3

A draw from above in order of SMILES length, high to low:
SMILES	MITF inh	TEAD-YAP inh	FBW7 activator	GPR151 ag
CC[C@H](C)[C@@H]1NC(=O)[C@@H]2C[C@H](NCc3cn(CC)nc3C)CN2C1=O	1	7	-0.1	-1.2
O=C(Nc1ccc2c(c1)OCO2)c1cnc(Br)s1	7	-14	-0.1	0.5
CCCCCC(=O)Nc1nnc(COc2ccccc2)s1	4	-5	0.0	-0.5

(more compounds)
SMILES	MITF inh	TEAD-YAP inh	FBW7 activator	GPR151 ag
CCOCCCNC(=O)c1nnc(-c2ccc3c(c2)OCO3)o1	8	-7	0.1	0.7
COc1ccc(OC)c(C2C(C#N)=C(N)Oc3n[nH]c(-c4ccc(F)cc4)c32)c1 (stereo unspecified)	6	4	0.5	-0.6
CCN1C(=O)c2cccc3c(S(=O)(=O)NCc4cccnc4)ccc1c23	4	21	0.1	0.3
O=C(O)c1ccc(CS(=O)(=O)c2cccc(C(F)(F)F)c2)o1	7	9	0.1	-0.8
COc1cc(Nc2nc(C)cc(NCCOc3ccccc3)n2)cc(OC)c1OC	1	13	0.1	2.0
Cc1ccc(NS(=O)(=O)c2cccc(C(=O)NCc3ccccc3)c2)cc1	-14	-3	-0.1	-0.9
Fc1ccc(C2CC(c3ccc(Br)cc3)=NN2c2ccc(Cl)cc2)cc1 (stereo unspecified)	14	4	0.1	0.3
Cc1ccc(C2CC(c3cccs3)=NN2C(=O)CSc2nnc(CNC(=O)c3ccco3)n2CCc2ccccc2)cc1 (stereo unspecified)	-5	7	-0.1	-0.8
CC[N+](CC)(CC)S(=O)(=O)c1ccc(N2CCCC2=O)cc1	-13	-6	-0.4	-1.1
CCCn1ncc([C@@H]2C[C@H]3CN(Cc4cccc(Cl)c4)C(=O)[C@]34CCCN24)c1C	5	1	0.2	0.9
Cc1cc(=O)n2nc(N3CCCC3C(=O)NC(C)CCc3ccccc3)sc2n1 (stereo unspecified)	-4	4	-0.2	-0.2
COc1cccc(N2C(=O)CN(C(C)CCc3ccc(O)cc3)CC2C)c1 (stereo unspecified)	-9	4	0.0	1.0
O=C(CSc1n[nH]c(-c2ccccc2F)n1)NCC(=O)Nc1ccc(F)c(F)c1F	8	11	-0.1	1.3
COc1ccccc1CNC(=S)NC1CCCC1	-5	-10	-0.1	0.7
COc1cc(Nc2cc(C)nc(Nc3ccncc3)n2)cc(OC)c1OC	-5	-9	-0.1	0.0
N#Cc1ccc(/C=N/NC(=O)c2ccc([N+](=O)[O-])cc2)cc1	1	-2	0.1	-0.9
CCOC(=O)N1CC(C)/C(=N/Nc2ccc([N+](=O)[O-])cc2[N+](=O)[O-])CC1C (stereo unspecified)	-6	2	0.0	0.6
O=C(c1ccccc1)c1ccccc1NCN1C(=O)CSC1=O	3	3	0.1	0.5
CCOC(=O)C1=C(O)/C(=C/c2ccc(F)cc2)SC1=Nc1ccc([N+](=O)[O-])cc1	12	7	0.0	-0.4
COC(=O)[C@@H]1CCCN1C1CCN(c2ccc(NC(=O)CCc3ccccc3)cc2)CC1	-1	-9	0.0	-0.3
CCN(c1ccccc1)c1nnc(NC(=O)Nc2ccccc2C(=O)OC)s1	10	-3	-0.1	0.0
Cc1cc(NC(=O)C(C)NC2CCCC2)no1 (stereo unspecified)	52*	-3	0.1	0.4
CNC(=O)C(O)C(O)C(=O)NC (stereo unspecified)	5	-5	0.0	-0.5
COc1ccc(CN2CCc3nnc(CNC(=O)c4ccccn4)n3CC2)c2ccccc12	6	6	-0.1	-0.4
O=C1c2ccccc2-c2onc3c(N4CCCC4)cc(Nc4ccc5c(c4)OCCO5)c1c23	4	1	-0.1	0.1
CC(=O)c1ccccc1OCc1nnc(-c2ccccc2)o1	0	-34	-0.1	-0.4
COC(=O)c1ccccc1N/C=C1/CCc2c(c(C)nn2-c2ccccn2)C1=O	9	4	-0.1	1.6
CCNc1nc(NCC)n2c(SCC(=O)Nc3cccc(Cl)c3)nnc2n1	16	-24	0.1	1.4
CSc1cccc(NC(=O)CN2C(=O)C(CC(=O)Nc3ccc(C)cc3)Nc3ccccc32)c1 (stereo unspecified)	-9	-3	-0.2	-0.3
CCn1cnc2sc(C(=O)Nc3c(F)cccc3F)c(C)c2c1=O	8	-20	0.0	0.6
O=C(O)c1ccccc1C(=O)Nc1nnc(SCc2ccc([N+](=O)[O-])cc2)s1	-5	-6	-0.1	2.4
CCOC(=O)Cn1c(C(C)N2CCOCC2)nc2ccccc2c1=O (stereo unspecified)	5	0	0.0	-1.2
O=C1C(Cl)=C(Nc2ccccc2O)C(=O)N1c1cccc(Cl)c1Cl	15	2	0.1	-1.4
CCCCN(CCCC)S(=O)(=O)c1cc2c(cc1Cl)N(C(C)=O)CCO2	9	-7	0.3	-0.7
Cc1ccc2c(c1)C(=O)CC(O)(C(F)(F)C(F)F)O2 (stereo unspecified)	-1	6	0.0	0.5
COc1ccc(C(=O)N/N=C\c2ccccc2Cl)cc1OC	49	-5	0.0	-1.4
CCOc1ccc(C(CC(=O)O)NS(=O)(=O)c2ccc(C)cc2)cc1OC (stereo unspecified)	-5	-6	0.0	0.3
Cc1ccc(C)c(NS(=O)(=O)c2c(C(C)C)cc(C(C)C)cc2C(C)C)c1	0	9	-0.1	-1.0
O=C(Nn1c(C2CCCCC2)nc2ccccc2c1=O)C1CCCCC1	-1	5	-0.1	3.1
O=[N+]([O-])c1ccc(OCCCN2CCNCC2)cc1	25	-1	0.0	-0.1
COc1ccc2c(c1)C[C@H](C(=O)Nc1ccc(-c3cn[nH]c3)cc1OCC1CCN(C)CC1)NC2	3	7	0.2	1.4
COc1ccc(OC)c2c1sc(=NC(=O)c1cccc(N3C(=O)CCC3=O)c1)n2C	10	-10	0.1	1.1
COc1ccccc1C1C(C(=O)OC2CCCCC2)=C(C)NC2=C1C(=O)CC(c1ccccc1)C2 (stereo unspecified)	-4	7	0.0	0.8
COc1cc(C(=O)COC(=O)c2ccco2)cc(OC)c1OC	9	2	0.1	0.0
O=C(c1ccco1)N1CCCN(c2nc3nonc3nc2N2CCCC2)CC1	0	-4	-0.2	-1.2

Complete entries as entered above. Order of values: MITF inh	TEAD-YAP inh	FBW7 activator	GPR151 ag
CCOC(=O)Cn1c(C(C)N2CCOCC2)nc2ccccc2c1=O (stereo unspecified) reads 5	0	0.0	-1.2
CCCCN(CCCC)S(=O)(=O)c1cc2c(cc1Cl)N(C(C)=O)CCO2 reads 9	-7	0.3	-0.7
O=C(c1ccco1)N1CCCN(c2nc3nonc3nc2N2CCCC2)CC1 reads 0	-4	-0.2	-1.2
O=C(Nn1c(C2CCCCC2)nc2ccccc2c1=O)C1CCCCC1 reads -1	5	-0.1	3.1

(continued)
SMILES	MITF inh	TEAD-YAP inh	FBW7 activator	GPR151 ag
O=C(NNC(=O)c1ccccc1Br)c1ccncc1	11	3	0.0	-0.1
c1ccc(CC2CCN(c3nc(-c4ccccc4)cs3)CC2)cc1	-4	3	0.1	-0.1
CSCCC(=O)N(C)C(Cc1ccc(F)cc1)C1CCN(Cc2ccoc2)CC1 (stereo unspecified)	-9	-6	0.1	-0.6
CC(C)(CNC(=O)Cc1ccccc1)CNC(=O)Cc1ccccc1	-1	-1	0.2	2.9
CCOc1ccc(-n2nc(C(=O)NCc3ccc(F)cc3)c3ccccc3c2=O)cc1	1	0	0.0	6.4*
O=C(Nc1cccnc1)c1cc(I)ccc1Cl	-2	5	0.0	1.2
O=C(CCn1nnc2ccccc2c1=O)N1CCN(C(=O)c2ccco2)CC1	5	7	0.0	-1.1
N#C/C(=C(/O)c1ccc(Cc2ccccc2)cc1)c1nc2ccccc2s1	-4	-26	0.0	-0.1
O=C(COc1cccc(Br)c1)Nc1ccccc1F	7	-63	0.0	1.0
COCCCn1c(SCC(=O)N2CCc3ccccc32)nnc1-c1ccoc1C	5	3	-0.1	0.4
Cc1ccc2nc(-c3ccc(C)c(NC(=S)NC(=O)c4cc5ccccc5o4)c3)oc2c1	0	-46	0.0	0.5
CCOC(=O)c1cnc2c(C)cc(Cl)cc2c1NCc1ccccc1	-11	1	0.4	-0.6
Cc1ccc(S(=O)(=O)CCC(=O)NCc2ccccc2Cl)cc1	-9	10	-0.1	0.0
CCCCn1nnnc1SCC(=O)Nc1nc2ccccc2s1	13	4	0.0	1.8
CC(=O)N1CCN(C(c2ccc(F)c(F)c2)c2sc3nc(C)nn3c2O)CC1 (stereo unspecified)	-16	6	0.2	2.8
COCCCNC(=O)c1sc2ncnc(N(C)c3ccccc3)c2c1C	-3	-16	-0.1	-1.4
COc1ccc(-c2nnc3sc(NC(=O)COc4ccc(F)cc4)nn23)cc1OC	-7	-12	-0.1	-0.9
CCOc1ccc(N=C2SC(C(=O)Nc3cccc(Cl)c3)CC(=O)N2C)cc1 (stereo unspecified)	24	-16	0.2	-0.8
Cc1c(C(=O)N2c3ccc(F)cc3CCC2C)sc2ncn(Cc3cccc(F)c3)c(=O)c12 (stereo unspecified)	-15	-5	-0.1	1.4
CCOc1ccc(NC(=O)c2ccc(NC(=O)C3CCCO3)cc2)cc1 (stereo unspecified)	0	-7	0.1	-0.2
Cc1ccc(Cl)cc1N(CC(=O)Nc1ccc(C(F)(F)F)cc1)S(C)(=O)=O	-1	1	-0.1	1.5
Nc1nc(CSCc2ccccc2)nc(N2CCOCC2)n1	-12	-47	0.0	1.2
CCCc1nc2cc([N+](=O)[O-])ccc2o1	-4	-3	-0.2	2.0
c1cn(-c2ccc(Nc3nc(Nc4ccc5c(c4)OCO5)c4ncn(-c5ccsc5)c4n3)cc2)cn1	13	53*	0.3	-0.6
O=C1NC(c2ccc(Br)cc2)/C(=C(\O)c2ccc(Cl)cc2)C1=O (stereo unspecified)	1	2	0.2	-0.8
